# Screening results (PubChem BioAssay)
# V1aR counter: counter-screen for oxytocin receptor agonists: human V1a receptor agonists. P37288. CHO-V1R cells, Fluo-8 calcium fluorescence, agonist mode; 0% DMSO, 100% 3 nM vasopressin. activation, % at 3 µM. 320,000 compounds, 0.25% hits. AID 2797;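 active means activation above the mean activation of all tested compounds plus 3 SD, per screening run, cut at about 20% in these data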;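 further: signal is peak over basal fluorescence ratio across a 100 second FLIPR read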
# OXTR potentiate: human OXTR potentiation; CHO-OTR cells, Fluo-8 calcium fluorescence, potentiator mode; 0% = oxytocin EC15, 100% = EC100; activation, % at 3 µM; 320,000 compounds, 0.061% hits;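 active means activation above that plate's cutoff, the mean activation of tested compounds plus 3 SD, cut at about 6.6% in these data, passing the limit was not always enough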;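 further: 100% uses oxytocin at 75 nM as the full agonist control; some results filed as inactive read as strong as hits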
# Target sequence (P30559 whole entry, looked up): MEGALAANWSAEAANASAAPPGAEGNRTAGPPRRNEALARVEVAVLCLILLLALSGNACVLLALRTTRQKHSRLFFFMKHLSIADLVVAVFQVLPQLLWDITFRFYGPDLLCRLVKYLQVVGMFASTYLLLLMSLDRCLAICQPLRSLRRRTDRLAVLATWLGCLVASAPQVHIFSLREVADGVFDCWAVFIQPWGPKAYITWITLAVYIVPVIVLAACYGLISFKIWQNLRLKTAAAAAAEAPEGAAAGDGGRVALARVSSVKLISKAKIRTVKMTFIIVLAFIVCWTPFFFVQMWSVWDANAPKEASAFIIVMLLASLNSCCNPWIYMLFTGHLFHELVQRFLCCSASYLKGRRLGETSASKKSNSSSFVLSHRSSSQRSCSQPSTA
#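 test system = CHO-OTR cells, human receptor | compound = single-point 3.0 µM | schedule = 6 min compound pre-incubation at room temperature, 100 s kinetic read | signal = Fluo-8 no-wash calcium dye fluorescence, excitation 470-495 nm, emission 515-575 nm | repeats = single well per compound, singlicate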
# M1 ag: activates human CHRM1 receptor | CHO-K1 hM1, Fluo-8 calcium fluorescence, agonist mode; 0% DMSO, 100% acetylcholine EC100 | activation, % at 3 µM | 360,000 compounds, 0.33% hits;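 active means activation above the run's mean compound activation plus 3 SD, cut at about 16% in these data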;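 further: peak over basal fluorescence ratio within a 140 s kinetic read after compound addition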
# TAAR1 antagonist: antagonists of human TAAR1; Q96RJ0; CHO RD-HGA16 TAAR1, Fluo-8 calcium fluorescence, antagonist; inhibition, % at 3 µM; 360,000 compounds, 1.5% hits;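 active means inhibition above a per-plate cutoff, the mean inhibition of test compounds on that plate plus 3 SD, cut at about 49% in these data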;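 further: 0% = DMSO plus EC80 beta-PEA response and 100% = DMSO alone without agonist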
# Target sequence (Q96RJ0 whole entry, looked up): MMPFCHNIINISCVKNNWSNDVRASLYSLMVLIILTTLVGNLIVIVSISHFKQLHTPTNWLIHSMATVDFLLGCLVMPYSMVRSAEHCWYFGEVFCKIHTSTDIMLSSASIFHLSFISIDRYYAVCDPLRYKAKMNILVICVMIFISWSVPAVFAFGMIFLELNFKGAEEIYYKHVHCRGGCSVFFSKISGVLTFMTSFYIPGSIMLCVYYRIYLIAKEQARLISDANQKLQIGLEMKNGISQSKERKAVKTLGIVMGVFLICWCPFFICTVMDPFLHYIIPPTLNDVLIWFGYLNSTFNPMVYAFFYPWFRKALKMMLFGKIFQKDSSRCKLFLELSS
#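 Assay system: CHO-derived RD-HGA16 cells stably expressing human TAAR1 plus Gα16. Timing: 140 s kinetic read after compound, 140 s after agonist. Technique: kinetic Fluo-8 calcium fluorescence measurement. Measure: % inhibition of agonist calcium response.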
# TAAR1 agonist: agonists of human TAAR1; AID 624467; Q96RJ0; 360,000 compounds, 0.99% hits; activation, % at 3 µM; CHO RD-HGA16 TAAR1, Fluo-8 calcium fluorescence; vehicle wells 0%, saturating PEA agonist 100%;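 active means activation above the mean activation of all test compounds in the run plus 3 SD, cut at about 38% in these data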
#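 System: CHO-derived RD-HGA16 cells with stable Gα16 and human TAAR1 / Times: 17-24 h plating, Fluo-8 75 min 37 °C, 30 min RT / Technique: calcium-sensitive Fluo-8 signal, excitation 470-495, emission 515-575 nm / Measure: % activation relative to PEA EC100 response / Benchmarks: DMSO and PEA EC100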
# M1 ag parental: nonselective activator or artifact in parental CHO-K1 cells; Fluo-8 calcium fluorescence; scaled to maximal ATP response, vehicle zero; activation, % at 3 µM; 360,000 compounds, 0.48% hits; in the data active means activation above about 15%;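 further: untransfected CHO-K1 host cells lacking M1 receptor as counterscreen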
# M1 PAM parental: nonselective activator or artifact in parental CHO-K1 calcium assay | ATP EC20, Fluo-8 calcium fluorescence; 0% at ATP EC20, 100% at ATP max | activation, % at 3 µM | 360,000 compounds, 0.02% hits | AID 602247;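 active means activation above the run cutoff, the mean activation of all test compounds plus 3 SD, cut at about 40% in these data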;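 further: peak over basal fluorescence ratio in a 140 s read after ATP addition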
# CHO parental Ca: counter-screen: ATP calcium response change in parental CHO cells. parental CHO-K1, ATP-induced calcium, Fluo-8 fluorescence. 330,000 compounds, 0.63% hits. inhibition, % at 5.6 µM;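 active means inhibition above that plate's mean sample inhibition plus 3 SD, cut at about 26% in these data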;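 further: 0% = ATP-challenged DMSO wells and 100% = DMSO wells without ATP; some compounds past the cut are filed as inactive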
#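 Material – parental CHO cells · Reagent – ATP stimulus · Compound – single nominal dose of 5.6 µM per compound · Detection – Fluo-8 fluorescence · Read-out basis – percent inhibition of calcium signal · Controls – ATP-challenged DMSO wells low, unchallenged DMSO wells high · Repeats – no replicates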
# CHO-K1 Ca antag: nonselective inhibitor or artifact in parental CHO-K1 cells | ATP-induced calcium, Fluo-8 fluorescence | inhibition, % at 3 µM | 360,000 compounds, 0.6% hits;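 active means inhibition above a per-plate cutoff, the plate's mean sample inhibition plus 3 SD, cut at about 24% in these data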;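 further: 0% = DMSO plus EC80 ATP and 100% = DMSO alone without ATP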
# Numbers without * were called inactive; nt = no result given.
SMILES,V1aR counter,OXTR potentiate,M1 ag,TAAR1 antagonist,TAAR1 agonist,M1 ag parental,M1 PAM parental,CHO parental Ca,CHO-K1 Ca antag
C/C(=N\N=c1/scc(C)n1Cc1ccco1)c1cccc([N+](=O)[O-])c1,0.5,-7,-6,4,-1,0.8,20,-27,-9
O=C(/C=C/c1ccccc1)N/C(=C\c1ccco1)C(=O)NCCO,1.0,-6,3,2,1,0.0,-4,1,-8
CC1(C)CC(=O)C=C(Nc2ccccc2)C1,-0.1,-8,-1,-14,2,0.8,7,-10,-5
CNC(=S)Nc1ccc(Nc2ccccc2)cc1,0.6,-6,-5,11,2,1.8,21,-7,-19
CC1(C)CC(NC(=S)Nc2ccc(S(N)(=O)=O)cc2)CC(C)(C)N1,-0.3,-6,-3,4,4,0.6,13,2,-7
CCOC(=O)c1cnc2ccc(C(=O)OC)cc2c1NCCN1CCOCC1,0.6,-6,-8,-14,8,0.8,18,-11,-21
O=C(COC(=O)c1cccs1)NC1CCCC1,0.4,0,-2,3,2,0.6,9,0,-14
COc1ccc2cc3c(N)nn(C(=O)c4ccccc4Cl)c3nc2c1,-0.5,-7,0,-11,-4,0.1,14,-11,-1
Cn1ccc(NS(=O)(=O)c2cc(Br)ccc2Br)n1,-0.1,4,-3,-5,0,0.0,19,8,-8
Cc1oc(-c2cccs2)[n+]([O-])c1C,-0.2,-18,-4,-6,0,0.1,5,6,-1
Cc1nn(-c2ccccc2)c(C)c1C(=O)NCc1ccc(S(N)(=O)=O)cc1,0.2,-19,-4,-23,3,0.0,-11,-2,-15
O=C(Nc1ccnn1C1CCN(C/C=C/c2ccccc2)CC1)C1CCCC1,-0.1,0,-4,-4,1,0.2,-8,-12,-2
COc1ccc(-c2[nH]ncc2CN(C)C(C)c2ccon2)c(OC)c1 (configuration not stated),0.3,-6,7,-12,4,0.9,11,-13,-13
Cn1c(N)nc2nc[nH]c2c1=S,nt,nt,-2,-10,3,0.6,13,nt,-7
O=C(NNC(=S)Nc1ccccc1)c1cc(-c2cccnc2)nc2ccccc12,0.1,-3,-3,21,7,2.0,-11,-24,-20
CCOC(=O)c1c(-c2ccc(C)o2)csc1NC(=O)CSc1nnc(C)s1,7.0,-11,-2,27,7,5.3,1,-8,-12
CC1(C)CC(=O)c2sc(NS(C)(=O)=O)nc2C1,0.3,-2,-1,0,4,0.5,12,-1,-33
COc1ccccc1CN1CCN(S(=O)(=O)c2ccccc2)CC1,0.0,-4,-4,-2,10,0.7,15,-25,-12
O=C(NCc1cccs1)c1ccc(Br)o1,-0.7,0,-5,-3,4,0.3,10,-9,-2
Cc1cc(C)n(C(=O)CNC(=O)c2ccc(C(C)(C)C)cc2)n1,1.2,1,-5,-1,2,1.7,-7,2,3
CN1CCN(Cc2cccc(Oc3ccc(Cl)cc3)c2)CC1,2.0,-9,-8,3,10,3.0,15,-8,-12
O=S(=O)(c1cccc(-c2cn3ccccc3n2)c1)N1CCCC1,2.4,-2,-2,-4,0,0.7,-11,-20,9
CNc1nc2ccccc2n(C)c1=O,-0.2,0,-8,8,2,3.9,5,-11,9
CNC(=O)N(C1=NCC(C)S1)c1ccc(F)cc1F (configuration not stated),-0.4,-4,0,-3,-1,0.0,18,7,-2
Cn1c(=O)c2cc(NC(=S)NCc3ccccc3F)ccc2n1C,nt,nt,-3,2,0,0.9,16,nt,-11
CCN(CC)S(=O)(=O)c1ccc(NC(=O)Cn2c(=O)sc3ccccc32)cc1,5.8,-22,-1,-4,14,7.4,8,-1,1
Cc1ccc(C(=O)n2nc(-c3cccnc3)nc2N)cc1,1.1,-2,-5,18,3,0.8,24,7,-18
CSCC[C@H](NC(=O)C1CCCC1)c1nc2ccccc2[nH]1,-0.6,-3,-4,-6,0,-0.1,5,-19,2
COc1ccc(NC(=O)CSc2nnc(-c3ccncc3)n2C)cc1,0.2,-16,-6,9,7,0.3,0,-2,-2
Cc1nnc2sc(-c3ccc(NC(=O)c4ccc(-c5ccc(Cl)cc5Cl)o4)cc3)nn12,-0.8,-8,-4,-6,2,0.0,17,-10,-13
COc1cccc(C(C(=O)NC(C)(C)C)N(Cc2ccco2)C(=O)CCC(=O)Nc2cc(C)on2)c1OC (configuration not stated),-0.7,-4,-9,-4,0,-0.1,-5,-22,17
O=C(Nc1cccnc1)c1ccc(N2CCOCC2)c([N+](=O)[O-])c1,nt,nt,-3,-3,1,0.8,-11,nt,4
COc1ccnc(N=CNOCc2ccc(C)cc2)c1C#N,0.8,-4,-3,-2,0,0.5,19,-9,-10
COc1ccccc1Nc1nc(C)cc(=O)[nH]1,-0.6,-2,-4,6,4,-0.1,10,-7,-3
CCN(CC)C(=O)N1CCN(C(=O)c2ccc(C)cn2)CC1,-0.2,-17,-3,-8,5,-0.4,1,-10,-4
Cn1c(CCNC(=O)c2ccco2)nc2cc(NC(=O)c3ccccc3)ccc21,-1.1,6,-2,7,5,2.7,5,-9,-8
O=C(CN1C(=O)NC(Cc2c[nH]c3ccccc23)C1=O)Nc1ccccc1C(F)(F)F (configuration not stated),0.7,-9,-2,-11,3,0.0,0,-9,-4
CCc1nnnn1-c1ccc([N+](=O)[O-])cc1C,0.4,-3,-8,19,1,1.1,21,-5,-13
CCOC(=O)c1cnc2c(C)cc(C)cc2c1Nc1ccc(S(=O)(=O)Nc2ncccn2)cc1,-0.3,-3,-2,-11,0,0.2,24,6,-8
COc1cc(NC(=O)c2cccc3c(-c4cccnc4)coc23)cc(OC)c1OC,nt,nt,3,76*,20,8.7,-8,nt,7
CC(=O)Oc1c(I)cc(I)cc1C(=O)Nc1ccc(Cl)cc1,9.6,-17,-1,7,3,11,-1,58*,20
O=C1NC[C@H](Cc2ccc(O)cc2)N(C[C@@H]2CCCN2C[C@H](Cc2ccccc2)N2C[C@H](Cc3ccc(O)cc3)N(CC3CCCCCC3)C(=O)C2=O)C1=O,nt,nt,nt,-18,2,0.9,30,nt,-25
Cn1c(=O)c2[nH]c(CN3CCN(Cc4ccccc4)CC3)nc2n(C)c1=O,0.3,-22,-5,-29,-2,0.3,7,1,-9
Cc1ccc(N(CC(=O)N(C)Cc2ccccc2)S(C)(=O)=O)cc1C,1.8,-11,-9,-12,2,0.9,12,-20,-4
COC(=O)CCS(=O)(=O)c1nc(-c2ccccc2)cc(C(F)(F)F)n1,0.0,-1,-13,nt,nt,0.3,24,6,-12
COc1ccc(NC(=O)COC(=O)c2ccc(S(=O)(=O)N3CC(C)CC(C)C3)cc2)cc1OC (configuration not stated),nt,nt,-2,-9,0,-0.2,2,nt,-3
COc1ccc(CC(=O)NNS(=O)(=O)c2ccccc2)cc1OC,1.4,-12,-3,2,0,-0.3,15,-11,4
CCC(=O)Nc1ccc(Cl)c(NC(=O)c2ccc([N+](=O)[O-])cc2)c1,0.9,-2,-5,6,7,0.3,15,-8,-10
O=C(CCC1CCCC1)Nc1cccc(Cc2ccncc2)c1,1.1,-14,-8,30,5,4.5,9,8,4
COc1ccccc1C(=O)CSc1n[nH]c(N)n1,-0.3,-2,-3,-14,2,0.2,5,-7,-14
COCc1ccc(CN2CCC(CO)(CC3CCCCO3)CC2)o1 (configuration not stated),0.6,5,-4,3,-1,1.8,18,-10,-15
COc1ccccc1Nc1ccc(C(=O)NCc2cccs2)cn1,-0.7,-6,-8,2,6,-0.4,27,5,-9
CCc1ccc(C(C(=O)NC(C)(C)CC)N(Cc2ccco2)C(=O)Cn2nnc3ccccc32)cc1 (configuration not stated),1.3,-12,-6,1,8,0.9,30,-25,-16
CC(C)(C)c1ccc(C(=O)N2CCC2(C)C(=O)Nc2cccc3ncccc23)cc1 (configuration not stated),nt,nt,-3,-8,4,4.8,15,nt,-8
COc1cccc(C(C(=O)NC2CCCC2)N(C(=O)c2ccco2)C2CC2)c1OC (configuration not stated),0.7,4,-4,-12,16,2.5,-4,-21,18
Cc1nc(CCNS(=O)(=O)c2cccnc2)cs1,1.3,10,-3,-7,0,0.6,-1,-4,-10
CN(c1ccc([N+](=O)[O-])cc1C(=O)Nc1ccccc1)C1CCCCC1,-0.7,-2,-6,nt,nt,-0.5,15,-26,-16
O=C(c1ccco1)N1CCN(c2nnc(-c3ccccc3)c3ccccc23)CC1,0.3,6,-5,4,11,2.7,8,-15,6
O=C(CSc1ncccn1)Nc1ncc(C(F)(F)F)cc1Cl,-0.6,-2,0,20,5,0.1,-15,-4,-6
O=C1CC(=C(c2ccccc2)c2ccccc2)C(=O)N1CCN1CCN(c2cccc(Cl)c2)CC1,0.9,-24,-5,9,-3,0.6,2,29,-1

# More compounds
SMILES,V1aR counter,OXTR potentiate,M1 ag,TAAR1 antagonist,TAAR1 agonist,M1 ag parental,M1 PAM parental,CHO parental Ca,CHO-K1 Ca antag
CSc1ccccc1NC(=O)Cn1nc([N+](=O)[O-])c(Cl)c1C,0.0,-16,-8,5,4,0.1,-9,-5,6
CC1=C(CO)C(=O)OC([C@@H](C)C2CC[C@H]3C4C[C@H]5O[C@]56[C@@H](O)C=CC(=O)[C@]6(C)C4CC[C@]23C)C1 (some centres not stated),4.1,-4,-7,9,2,0.9,4,-5,0
Cc1ccc(C(=O)NCc2ccc(N3CCN(C(=O)OC(C)(C)C)CC3)cc2)cc1,-0.2,-3,-2,-10,9,0.0,10,-11,1
COc1ccc(C2CC(c3ccc(F)cc3)Nc3nc(N)nn32)cc1OC (configuration not stated),-0.6,-4,-1,-16,4,-0.2,17,-9,-6
COc1cccc(Nc2nn3c(=O)c4ccccc4nc3s2)c1,-1.2,-2,-4,nt,nt,1.2,-19,-14,-5
O=C(CN1C(=O)/C(=C2\SC(=S)N(C3CCS(=O)(=O)C3)C2=O)c2ccccc21)Nc1ccccc1 (configuration not stated),0.4,-11,-8,-19,0,2.2,12,-13,-5
